# Platelet DG rel: inhibitors of platelet dense granule secretion, primary screen, cell-based, MLPCN, human platelets; human platelet-rich plasma, SFLLRN dense granule ATP release, luminescence; inhibition, %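 (compounds screened at 7.5 µM in platelet-rich plasma)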; 300,000 compounds, 0.22% hits;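 active = mean replicate score, as percent of positive control, at or above 50; inconclusive = mean below 50 but at least one replicate at or above 50; inactive = mean and every replicate below 50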
# GSK3 alpha inh: blockers of GSK3A enzyme activity – biochemical, luminescence, cell-free homogeneous, HTS, primary screen. GSK-3 alpha kinase, ADP-Glo luminescence, 60 min. inhibition, % at 10 µM. 320,000 compounds, 0.1% hits. AID 2650, 2010;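 in the data active = inhibition above about 50%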;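 note: GST-tagged GSK-3 alpha with peptide substrate and 25 µM ATP; 0% = DMSO neutral wells and 100% = GW8510 positive control wells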
# Target sequence (P49840 whole entry, looked up): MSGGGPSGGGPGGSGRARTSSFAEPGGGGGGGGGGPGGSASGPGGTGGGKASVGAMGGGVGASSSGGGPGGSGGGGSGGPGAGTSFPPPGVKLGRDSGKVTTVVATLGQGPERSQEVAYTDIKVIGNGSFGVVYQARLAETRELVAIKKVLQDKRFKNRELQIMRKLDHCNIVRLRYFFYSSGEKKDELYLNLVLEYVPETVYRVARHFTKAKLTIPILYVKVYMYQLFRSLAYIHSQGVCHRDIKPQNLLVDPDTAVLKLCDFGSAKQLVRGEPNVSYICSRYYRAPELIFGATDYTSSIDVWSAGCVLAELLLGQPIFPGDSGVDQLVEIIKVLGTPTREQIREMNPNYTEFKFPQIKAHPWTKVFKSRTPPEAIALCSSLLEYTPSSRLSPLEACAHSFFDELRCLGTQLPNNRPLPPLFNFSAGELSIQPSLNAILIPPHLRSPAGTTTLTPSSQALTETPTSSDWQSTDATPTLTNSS
# IEC-6 cytotox: cytotoxicity in IEC-6 intestinal epithelial cells, primary screen, cytotoxicity control for KLF5 inhibitor project, cell-based, luminescence | IEC-6 cytotoxicity, luminescence viability | inhibition, % at 5 µM | 290,000 compounds, 0.78% hits | AID 1825, 2009; in the data active = inhibition above about 22%;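 note: 0% = plate median of test compound wells and 100% = cytotoxic reference compound wells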
# HSF1 inhib: HSF1 inhibitors in luciferase reporter cells, primary screen, cell-based, NIH3T3, luminescence. NIH3T3-HGL HSE-luciferase, MG132-induced, luminescence 8 h; active compounds read low. activity change, negative = inhibition, % at 7.5 µM (by protocol). 300,000 compounds, 0.77% hits. AID 2098, 2009;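 active = more than half of replicate wells show activity change below -50%, luminescence cut by over half; inconclusive = some wells, but at most half, below -50%; inactive = no replicate well below -50%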;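 note: luciferase reports HSF-1 transcriptional activity via heat shock element; 0% = median of DMSO wells and -100% = zero luminescence signal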
# aSyn 5UTR inh: MLPCN primary screen, SNCA 5' untranslated region; 300,000 compounds, 0.82% hits; AID 1813, 2009; inhibition, % (tested at 7.5 µM); alpha-synuclein 5'UTR reporter, inhibitor activity; in the data active = inhibition above about 60%; inconclusive = no clear call, values can overlap the other calls;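 note: H4 neuroglioblastoma cells stably carrying SNCA 5'UTR luciferase fusion; 0% = DMSO wells and 100% = positive control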
# KLF5 inh: KLF5 expression inhibitors, primary screen, DLD-1 cells, luminescence; DLD-1 KLF5 promoter-luciferase reporter; inhibition, % at 5 µM; 290,000 compounds, 0.23% hits;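 active = inhibition above a per-plate limit of that plate's mean compound inhibition plus 3 SD, cut at about 60% in these data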;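 note: 0% = DMSO wells and 100% = LY294002 at 200 µM; higher means less KLF5 promoter-driven luciferase light; inactives centre near -14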
# GSK3beta inhib: human GSK3beta kinase inhibitors, primary screen, biochemical, cell-free homogeneous, HTS | Glycogen synthase kinase-3 beta (Homo sapiens), P49841 | GST-GSK3beta kinase, ADP-Glo luminescence, 60 min; active compounds read low | activity score (negative = inhibition), % at 10 µM | 300,000 compounds, 0.038% hits;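 active = more than half of replicate wells score below -50%, meaning over 50% inhibition versus plate controls; inconclusive = some replicates but at most half score below -50%; inactive = no replicate scores below -50%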;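 note: 0% = median DMSO wells and -100% = median GW8510 positive control wells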
# Target sequence (P49841 whole entry, looked up): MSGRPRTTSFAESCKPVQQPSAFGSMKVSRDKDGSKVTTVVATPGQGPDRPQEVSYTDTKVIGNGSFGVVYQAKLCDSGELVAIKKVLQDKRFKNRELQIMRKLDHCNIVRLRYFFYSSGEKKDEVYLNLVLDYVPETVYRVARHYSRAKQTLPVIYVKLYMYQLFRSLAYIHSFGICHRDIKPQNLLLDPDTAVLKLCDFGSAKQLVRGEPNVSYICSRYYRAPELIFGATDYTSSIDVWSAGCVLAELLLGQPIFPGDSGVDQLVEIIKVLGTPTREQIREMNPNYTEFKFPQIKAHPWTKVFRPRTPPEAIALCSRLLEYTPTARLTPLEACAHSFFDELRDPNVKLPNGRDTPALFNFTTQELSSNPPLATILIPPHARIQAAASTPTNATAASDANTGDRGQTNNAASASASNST
#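 Test system: GST-fused GSK3beta enzyme, cell-free | Quantity: 1.6 ng GST-GSK3beta enzyme per well | Reagent: 25 µM ATP with peptide substrate | Schedule: 60 min enzyme reaction, room temperature | Signal: Luminescent ADP-Glo measurement of ADP formed | Read-out basis: Score relative to plate controls | Control set: DMSO and 20 µM GW8510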
# DYRK1A inh: rat Dyrk1A kinase inhibitors, primary screen, biochemical, single point, plate reader | ADP-Glo luminescence, NFATc1 peptide | 310,000 compounds, 0.43% hits | Dual specificity tyrosine-phosphorylation-regulated kinase 1A (Rattus norvegicus), Q63470 | inhibition, % at 12.5 µM; in the data active = inhibition above about 50%;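 note: plate controls were vehicle with enzyme for no effect and no enzyme for full effect; many of its hits are not listed in these tables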
# HSF1 activator: HSF-1 activators, primary screen, NIH3T3-HGL cells, MG132 stress, luminescence, single point | activation, % at 9 µM | NIH3T3-HGL HSF-1 luciferase reporter, 8 h; 100% = twice DMSO control signal | 300,000 compounds, 1.7% hits;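 active = mean replicate activation of at least 50% with a set share of replicates each reaching 50%; inconclusive = only one of those two conditions met; inactive = mean below 50% and too few replicates reaching it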;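 note: 0% = median of the neutral control wells and 100% = twice that signal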
# HSP90 inh: HSP90 inhibitors, primary screen, cell lysate, luminescence; AID 1789, 2009; inhibition, % at 5.6 µM; Rabbit reticulocyte lysate, luciferase refolding luminescence, 3 h; 290,000 compounds, 0.91% hits;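 active = inhibition above the screen-wide mean plus 3 SD, computed separately per campaign, cut at about 16% in these data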;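 note: 0% = DMSO wells and 100% = 60 µM geldanamycin wells; inhibitors lower the luminescence because luciferase stays unfolded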
# * = called active by the depositor; ? = inconclusive; nt = no result given. An excerpt, so the mix of outcomes need not match the whole.
SMILES,Platelet DG rel,HSF1 activator,GSK3beta inhib,HSF1 inhib,HSP90 inh,IEC-6 cytotox,DYRK1A inh,GSK3 alpha inh,aSyn 5UTR inh,KLF5 inh
COc1ccccc1C(=O)NC(=O)COC(=O)c1ccc([N+](=O)[O-])cc1,-27.0,-21.1,0.4,-0.3,nt,nt,7.7,-3.1,-6.9,nt
CC(=O)N[C@@H](C)c1nc2ccccc2n1CCNC(=O)[C@H]1CCCN1c1nc(CN2CCCCC2)cs1,0.6,7.6,-2.5,-0.9,-2.2,-4.4,nt,0.8,13.9,-14.1
O=C1CCc2ccc(NS(=O)(=O)c3ccc(F)cc3)cc2N1,3.7,-1.3,2.3,1.5,-0.7,-0.3,6.1,0.1,12.6,-17.7
CCOc1ccc(N2C(=O)Nc3ccccc3C2(O)C(=O)N2CCN(c3ccccn3)CC2)cc1 (centres undefined),-32.6,-17.5,1.0,-5.5,3.6,1.6,nt,-2.0,-17.4,-9.6
CCCN1/C(=C2/SC(=S)N(CC)C2=O)C=Cc2ccccc21,6.8,35.3,1.1,5.0,-0.9,2.9,4.8,1.3,1.3,-21.7
O=C(Cc1ccccc1)NCCSC1CCCCC1,-1.1,25.1,0.2,-2.4,4.6,1.8,-3.6,nt,-52.1,-25.1
c1ccc(-c2cccs2)nc1,-3.2,7.8,-0.1,-4.4,2.5,0.2,-0.2,-5.5,3.5,-14.4
CC(c1cc2ccccc2s1)N(O)C(N)=O (centres undefined),-6.4,0.9,-2.8,3.1,-0.3,-6.3,nt,-2.3,-15.5,7.7
O=C(COc1ccc(Cl)cc1Cl)Nc1ccc2nc3n(c(=O)c2c1)CCCC3,-1.4,-5.4,-4.5,7.3,4.2,-5.4,2.8,nt,22.7,-0.5
Cc1ccc(SCc2noc(C(=O)NCC3CCCO3)c2C(=O)O)cc1C (centres undefined),-4.0,-8.2,4.7,-1.9,-1.9,6.6,-6.6,-7.2,-5.5,-47.0
CCOc1ccc(N2CC(O)=C(c3ccccc3)C2=N)cc1,-3.4,-6.3,-1.2,-12.1,-3.0,-2.6,-3.4,-2.0,20.0,-42.7
CC(=O)Nc1ccc(-c2cc(N)n(-c3ccccc3)n2)cc1,-5.4,-50.2,0.1,-45.7,6.7,-9.8,2.5,2.3,-162.1,-82.0
CCCCOc1ccc(C(=O)NCC(=O)NC2CCC(C)CC2)cc1 (centres undefined),-6.3,6.2,1.9,-4.9,nt,nt,10.5,nt,-0.8,nt
Cc1ccc(C(=O)C[n+]2cccc(C(N)=O)c2)cc1,8.4,-12.7,-0.7,3.2,0.5,-4.6,-0.4,-1.5,-14.5,-37.5
CCO[C@H]1OC(C(=O)Nc2ccccc2)=C[C@@H](c2ccc(C(F)(F)F)cc2)[C@@H]1CCCO,9.7,6.3,1.0,-1.3,9.1,5.6,-3.5,nt,42.3,10.3
COc1ccc(C(C)=O)cc1COC(=O)C(CO)NS(=O)(=O)c1ccc(Br)cc1 (centres undefined),6.3,25.7,0.3,5.9,0.6,3.7,nt,-0.9,17.7,-13.8
COCCCNc1nc2ccccc2nc1NS(=O)(=O)c1ccc(Cl)cc1,-6.7,3.1,0.2,-1.5,-3.8,2.0,-3.5,-4.5,-10.3,-33.6
COn1c(=S)[nH]c2ccccc2c1=O,nt,nt,nt,nt,-1.6,0.5,4.9,-2.4,nt,0.9
CCOC(=O)C1=C(COC(=O)C2CC(=O)N(c3ccc(C)cc3)C2)NC(=O)NC1C (centres undefined),1.8,18.6,1.9,-1.3,nt,nt,3.6,-1.8,-6.2,nt
CC(C)Oc1ccc(/C=C(/NC(=O)c2ccccc2)C(=O)NC(Cc2ccccc2)C(=O)O)cc1 (centres undefined),-1.7,16.6,4.0,-7.3,-1.4,3.6,0.8,-0.4,-4.9,14.3
O=C(CSc1nc2cc(Cl)ccc2s1)c1ccco1,0.4,18.1,1.4,17.8,4.2,-8.8,36.9,-5.3,-209.6,0.5
COc1ccccc1CCNC(=O)C(=O)NCC1OCCN1C(=O)c1ccc(Cl)cc1 (centres undefined),-6.3,17.0,-2.6,11.6,4.3,0.9,-1.8,-0.9,25.0,-15.7
Cc1ccc(OCC(=O)Nc2ccc(CN3CCOCC3)cc2)cc1,-5.1,11.7,2.4,-5.2,-4.9,-1.5,7.5,-1.4,-13.5,11.6
COc1ccc(CCN(C)C(=O)C2CCN(Cc3ccccc3)CC2)cc1OC,3.8,-11.0,4.0,-6.1,-0.4,-1.8,2.1,-3.1,-13.2,-24.5
O=C(O)C1=C(C(=O)Nc2cccc(C(F)(F)F)c2)CCCC1,-1.2,nt,-1.6,nt,4.0,4.5,-0.9,4.3,-23.8,-1.8
CC(C(=O)c1ccc(-c2ccccc2)cc1)[n+]1cccc(Br)c1 (centres undefined),4.3,-12.1,2.7,-8.0,1.6,-0.9,-1.0,0.7,27.5,-35.4
COc1ccc(C(=O)Nc2ccccn2)cc1,-4.0,-3.2,1.4,-5.1,1.7,2.5,1.3,0.7,18.7,-14.3
CCOc1ccc2c(c1)C(c1ccccc1)=NNC(c1ccccc1)=N2,5.2,27.0,-0.7,12.4,2.4,8.6,-2.3,-3.6,6.3,-42.1
CCCCCc1ccc(C(=O)CCCC)c(=S)[nH]1,8.3,10.6,-0.7,3.5,0.1,4.6,0.4,-3.7,-4.9,-21.5
CC1=CN2C(=N)/C(=C\c3cn(CCCOc4ccccc4)c4ccccc34)C(=O)N=C2S1,-5.5,17.8,-1.5,6.6,-2.0,-8.7,1.1,0.7,19.9,3.2
CSc1nnc(NC(=O)c2ccc(S(=O)(=O)N(C)C)cc2)s1,-1.0,29.1,0.0,11.3,4.4,-0.6,0.1,-1.6,-24.8,-72.5
Cc1ccccc1OCCN1C(=O)NC2(CCc3ccccc32)C1=O (centres undefined),0.9,-13.9,0.6,-2.8,2.5,1.1,nt,-0.6,-7.3,2.2
Cc1cc(C)c(OCCOCCN(C)C)c(Br)c1,10.6,-9.8,1.1,0.4,-2.5,-6.7,0.0,0.2,-24.6,-11.2
O=C(Nc1ccc(C(=O)N2CCOCC2)cc1)c1ccc([N+](=O)[O-])cc1,19.9,15.3,8.7,0.4,-4.6,5.1,2.6,-0.9,-5.0,17.6
COc1cc(C(=O)OCC(=O)NCCC2=CCCCC2)ccc1OCC(C)C,2.0,5.9,3.4,0.6,nt,nt,10.8,-0.6,3.7,nt
CSCCC(NS(=O)(=O)c1ccccc1F)C(=O)NCC(c1ccc(F)cc1)N1CCOCC1 (centres undefined),-31.9,20.1,nt,9.9,nt,nt,2.7,-1.5,2.6,nt
Cc1cc(NC(=O)CSc2nnc(NC(=O)C3CC(=O)N(c4ccccc4C)C3)s2)no1 (centres undefined),-10.9,3.5,5.7,-3.2,-5.4,-5.5,-11.1,nt,-2.4,-0.6
COc1ccc(NC(=O)NCc2cccnc2)c(OC)c1,1.4,0.5,-0.7,1.4,3.3,10.2,5.7,-1.0,-4.5,-19.4
CCCCNC(=O)C(=O)N/N=C/c1ccc(OCc2ccccc2)cc1,3.9,6.0,1.0,-2.0,-0.8,4.6,-7.6,-0.6,-17.1,-6.8
COc1ccc(N(CC(=O)NCCSCc2c(F)cccc2Cl)S(C)(=O)=O)cc1OC,-6.1,11.3,2.5,12.6,-0.8,9.4,-3.8,3.4,18.3,-16.6
N#Cc1c(N)oc(-c2ccco2)c1-c1ccco1,-1.4,10.8,1.9,-0.3,2.7,-13.4,32.2,2.1,24.6,-23.3
CC(Sc1nnc(Nc2ccccc2)s1)C(=O)Nc1nc(-c2ccccc2)cs1 (centres undefined),-13.6,27.6,-0.7,25.5,-0.3,-3.3,12.7,1.2,32.6,-2.9
Nc1ncn([C@@H]2O[C@H](CO)[C@@H](O)[C@H]2O)c(=O)n1,-0.9,17.5,0.9,12.8,nt,nt,0.1,-2.2,32.5,nt
CNC(=O)CC1C(=O)N(Cc2ccccc2)C(=S)N1NC(=O)c1cccc(F)c1 (centres undefined),-14.7,0.9,-3.1,-2.8,3.2,-0.1,7.2,-1.8,-15.5,-30.3
CS(=O)(=O)N(CC(=O)Nc1ccccc1C(=O)N1CCCC1)c1ccc2c(c1)OCO2,-1.3,3.6,-2.3,-2.7,-3.1,-14.1,-1.4,-0.2,-4.7,-6.5
CC1(C)NC(=O)N(CC(O)COc2cc3ccccc3cc2C(=O)N2CCCCC2)C1=O (centres undefined),2.9,2.9,-0.1,0.9,-2.1,-3.6,-0.3,-1.6,7.7,-12.8
Cc1nnc(Nc2ccc(Cl)cc2)s1,-2.2,-1.0,4.9,-4.5,-3.7,2.5,-4.5,-3.2,-30.9,-21.3
O=C(Cn1c(=S)[nH]c2ccccc2c1=O)N1CCN(c2ccccc2)CC1,4.4,-5.2,0.0,0.9,-2.9,3.8,-4.6,0.6,-0.3,-16.0
N#CC(C#N)=C1C=CC=CN1/C(=C\c1ccccc1Cl)C(=O)c1ccccc1,nt,nt,nt,nt,0.6,5.6,34.1,-1.2,nt,-7.4
COCC(=O)NC1CC2CCCC(C1)N2Cc1ccccc1 (centres undefined),-2.8,-29.0,3.0,?,-1.2,-0.8,-9.1,-1.4,6.7,-4.5
O=C(Nc1ccc(F)cc1)c1ccc(COc2ccccc2)cc1,4.1,3.4,4.0,-6.1,2.6,3.9,-3.6,nt,-19.8,-18.2
O=C(OCC(=O)N1CCc2ccccc21)c1nc(Cl)ccc1Cl,-2.9,-2.7,1.9,-12.0,2.2,1.8,nt,0.5,16.7,-20.8
O=C(COC(=O)C1CCC(=O)N1)Nc1ccc(Oc2ccccc2)cc1 (centres undefined),0.1,1.5,0.3,-0.5,-2.8,-4.0,-2.5,-1.8,44.2,-1.6
O=C(NCc1ccccn1)c1ccc(OC2CCN(Cc3ccc(CO)o3)CC2)cc1,-2.2,-4.7,2.1,-5.8,-4.0,-1.9,-6.2,-3.7,6.1,6.8

# High-throughput results: PubChem, several laboratories
